SRC1 inh: inhibitors of human steroid receptor coactivator 1 (SRC1) | Q15788 | HEK293 GAL4-SRC1 luciferase reporter, luminescence | inhibition, % at 3.6 µM | 360,000 tested, 0.12% active;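 active = inhibition above the campaign mean plus 3 SD, with each screening campaign given its own cutoff, cut at about 60% in these data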;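 note: 0% = DMSO treated cells and 100% = gossypol at 36 µM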
COUP-TFII inh: inhibitors of human COUP-TFII (NR2F2); AID 686940; HEK293T NGFI-A luciferase reporter, luminescence; inhibition, % at 8.6 µM; 370,000 tested, 0.7% active;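 active = inhibition above a per-plate cutoff, mean inhibition of test wells between control levels plus 3 SD, cut at about 38% in these data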;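 note: cells cotransfected with COUP-TFII expression vector driving the NGFI-A reporter; 0% = median of COUP-TF2 test wells and 100% = reporter-only cells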
NCOA3 inh: human NCOA3 inhibition | Q9Y6Q9 | HEK293 GAL4-SRC3 luciferase reporter, luminescence | inhibition, % at 3.6 µM | 360,000 tested, 0.17% active | AID 588352;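 active = inhibition above a per-campaign cutoff, the mean of all compounds plus 3 SD, cut at about 60% in these data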;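 note: 0% = DMSO-treated cells and 100% = gossypol-treated cells at 36 µM; higher means less SRC3-driven luciferase light from the GAL4 reporter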
SRC2 inh: inhibits human steroid receptor coactivator 2. HEK293 GAL4-SRC2 luciferase reporter, luminescence. 370,000 tested, 0.17% active. inhibition, % at 9 µM;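 active = inhibition above the mean inhibition of all tested compounds plus 3 SD, set per campaign, cut at about 52% in these data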;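 note: 0% = DMSO treated cells and 100% = cells given Gossypol at 36 µM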
TLR9-MyD88 inh: blocks human TLR9 binding to MyD88 | CHO BLA complementation TLR9-MyD88, CCF4 FRET ratio | inhibition, % at 4.98 µM | 340,000 tested, 0.21% active;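 active = inhibition above the mean over all tested compounds plus 3 SD, cut at about 21% in these data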;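 note: 0% = DMSO only wells and 100% = clavulanate BLA inhibitor control wells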
Target sequence (Q99836 whole entry, looked up): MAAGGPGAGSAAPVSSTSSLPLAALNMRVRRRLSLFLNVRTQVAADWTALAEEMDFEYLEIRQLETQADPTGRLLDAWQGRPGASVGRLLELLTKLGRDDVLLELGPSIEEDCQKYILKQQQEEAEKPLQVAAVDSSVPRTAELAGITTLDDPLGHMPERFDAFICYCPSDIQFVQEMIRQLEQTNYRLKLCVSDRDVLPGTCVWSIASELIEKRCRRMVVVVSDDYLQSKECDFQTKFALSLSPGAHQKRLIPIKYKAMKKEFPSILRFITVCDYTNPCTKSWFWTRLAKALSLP
Target sequence (Q9NR96 whole entry, looked up): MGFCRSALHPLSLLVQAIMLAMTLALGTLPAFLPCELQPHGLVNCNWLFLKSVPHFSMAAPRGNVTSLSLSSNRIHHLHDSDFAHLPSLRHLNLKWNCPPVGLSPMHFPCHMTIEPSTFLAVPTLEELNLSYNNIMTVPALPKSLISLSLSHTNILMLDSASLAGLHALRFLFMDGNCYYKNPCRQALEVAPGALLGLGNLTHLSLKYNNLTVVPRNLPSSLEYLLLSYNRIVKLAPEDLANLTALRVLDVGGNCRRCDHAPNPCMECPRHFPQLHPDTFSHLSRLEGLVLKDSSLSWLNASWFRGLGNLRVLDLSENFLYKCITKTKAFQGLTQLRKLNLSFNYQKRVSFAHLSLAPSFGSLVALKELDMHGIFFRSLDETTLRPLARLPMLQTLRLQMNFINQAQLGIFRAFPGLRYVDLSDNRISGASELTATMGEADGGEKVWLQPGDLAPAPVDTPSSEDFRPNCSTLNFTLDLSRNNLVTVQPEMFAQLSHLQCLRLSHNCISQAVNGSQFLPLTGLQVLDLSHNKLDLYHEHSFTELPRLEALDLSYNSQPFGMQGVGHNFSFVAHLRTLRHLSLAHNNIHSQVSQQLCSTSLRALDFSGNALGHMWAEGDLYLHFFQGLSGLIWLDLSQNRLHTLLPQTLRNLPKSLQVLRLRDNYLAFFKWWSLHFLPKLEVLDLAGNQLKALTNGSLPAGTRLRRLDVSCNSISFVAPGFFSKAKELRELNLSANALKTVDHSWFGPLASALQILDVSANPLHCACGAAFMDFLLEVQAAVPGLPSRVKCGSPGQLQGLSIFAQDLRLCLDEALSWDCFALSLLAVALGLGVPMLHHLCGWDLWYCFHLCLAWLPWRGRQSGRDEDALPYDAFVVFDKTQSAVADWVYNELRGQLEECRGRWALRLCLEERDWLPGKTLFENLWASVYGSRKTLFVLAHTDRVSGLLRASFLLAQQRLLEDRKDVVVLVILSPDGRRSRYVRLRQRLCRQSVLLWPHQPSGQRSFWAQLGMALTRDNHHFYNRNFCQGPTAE
Vif imaging: blocks HIV Vif function; inhibition, % at 7.49 µM; HEK293T cells, Vif self-association by quenched fluorescence, imaging, 24 h; 340,000 tested, 0.35% active; AID 602346; in the data active = inhibition above about 50%, passing the limit was not always enough; note: some results filed as inactive read as strong as hits
LRH-1 inv ag: inverse agonists of human LRH-1 (NR5A2); O00482; HEK293T StAR-luciferase reporter, LRH-1 transfected, 24 h; inhibition, % at 3.6 µM; 360,000 tested, 0.13% active; AID 602396;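 active = inhibition above the mean inhibition of all tested compounds plus 3 SD, cut at about 73% in these data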;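 note: 0% = DMSO wells and 100% = reporter-only cells lacking LRH-1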
EBV LMP1 NFkB: inhibitors of Epstein-Barr LMP1-induced NF-kappaB reporter; AID 504558; 350,000 tested, 0.69% active; inhibition, % at 12.5 µM; LMP1-induced NF-kappaB luciferase reporter cells, luminescence; in the data active = inhibition above about 41%;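 note: 0% = neutral control wells and 100% = reference inhibitor control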
NOD2 RIPK2 PPI: blocks binding of human NOD2 to RIPK2; AID 624267; O43353; 360,000 tested, 0.38% active; inhibition, % at 4.98 µM; CHO BLA complementation NOD2-RIPK2, CCF4 ratio; in the data active = inhibition above about 21%;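 note: 0% = vehicle only and 100% = reference blocker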
TROY signal inh: blocks TROY-dependent signaling in reporter cells | inhibition, % at 10 µM | 360,000 tested, 0.98% active | Q293 LMP1-TROYcd NF-kB luciferase reporter, 4 h;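 active = compounds whose plate-normalised and pattern-corrected inhibition of the luciferase reporter signal at the single screening dose is 50% or more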
TRAIL sens C8: sensitizes caspase-8 expressing cells to TRAIL; NB7+C8 cells + TRAIL, ATPlite viability luminescence; inhibition (viability loss, TRAIL sensitization), % at 10 µM; 360,000 tested, 1% active;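 active = compounds causing at least 50% loss of cell viability in the single-dose screen, relative to plate controls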
* hit, by the source's call; . = not tested or not shown. An excerpt; count on the stated rates, not on these rows.

SMILES	SRC1 inh	COUP-TFII inh	NCOA3 inh	SRC2 inh	TLR9-MyD88 inh	Vif imaging	LRH-1 inv ag	EBV LMP1 NFkB	NOD2 RIPK2 PPI	TROY signal inh	TRAIL sens C8
CC(=O)N1CC2(NC(=O)c3ccccc3N2)c2ccccc21 (stereo not drawn)	9	-9	-14	-13	6	11	27	11	4	7	-1
COc1cccc(-c2nc(CS(=O)(=O)CC(=O)Nc3ccc(F)cc3F)c(C)o2)c1	-31	-7	-9	-24	7	4	21	7	7	4	0
COc1ccc(C2OC(=O)CC2C(=O)NC(C)C)cc1 (stereo not drawn)	6	-15	7	0	2	-4	-4	-1	-12	-10	10
NS(=O)(=O)c1ccc(CCNc2ccn3nc(-c4ccc(OCCN5CCOCC5)cc4)cc3n2)cc1	-14	-5	-5	-8	.	-1	-21	.	-1	-7	4
Cc1onc(-c2ccccc2)c1-c1n[nH]c(=S)n1-c1ccccc1Cl	11	0	15	10	-2	-5	10	1	-4	-10	3
CC(=O)c1ccc(OCC(=O)N(C)C2CCS(=O)(=O)C2)cc1 (stereo not drawn)	12	-8	15	-6	-1	-6	36	-5	-8	10	-1
COc1ccc(/C=N/n2cncn2)cc1Cn1cc([N+](=O)[O-])cn1	-5	-22	9	-10	.	14	-9	.	-2	-19	-3
COC(=O)c1sc(N)c(C(=O)OC)c1COC(=O)CNS(=O)(=O)c1ccc(C)cc1	3	3	4	-22	6	-3	8	-2	-4	4	1
CCCCCC(=O)N1C[C@@H](n2cc(C3CC3)nn2)[C@H](O)C[C@@H]1c1ccc(Cl)cc1	-1	3	-9	-13	-16	3	1	5	-2	-18	3
O=c1[nH]c(C2CCN(S(=O)(=O)Cc3ccccc3)CC2)nc2c1nnn2Cc1cccc(Cl)c1	12	6	12	-21	-8	-4	2	-13	2	8	9
c1ccc(-c2ccccc2OCCCN2CCOCC2)cc1	7	-22	13	-5	-4	6	6	-4	4	-40	9
CCCCCC(O)C=CC1C(O)CC(O)C1CC=CCCCC(=O)O (stereo not drawn)	-24	-7	-6	-11	2	-10	16	6	7	6	-2
CCOc1ccc(NC(=O)CN(C)C(=O)C2(c3ccccc3)CC2)cc1OCC	15	3	-12	1	5	.	10	-4	-6	-10	6
CCCCn1c(N)c(N(CCOC)C(=O)CN2C(=O)C3CCCCC3C2=O)c(=O)[nH]c1=O (stereo not drawn)	-10	2	-20	-6	3	-2	-4	-2	-3	0	-13
O=C(Nc1ccccc1F)Oc1cccc(OC(=O)Nc2ccccc2F)c1	-35	-16	-58	-45	-5	-2	-28	-6	-4	-29	-9
CCOP(=O)(OCC)C(Nc1ccc([N+](=O)[O-])cc1)c1ccc(Cl)cc1 (stereo not drawn)	-1	-12	15	4	-3	5	5	-7	-7	16	0
CCCCC(C(=O)NC(C)c1ccccc1)C(=O)NC(C)c1ccccc1 (stereo not drawn)	8	-5	-8	-13	2	-6	-2	6	1	10	-10
Cc1ccc(C(=O)NCCCNC(=O)c2ccc(C)nc2)cc1	3	3	-26	-26	2	10	-6	-1	1	7	-2
Cc1ccc(N2C(=O)CC(Sc3ccccc3C(=O)O)C2=O)c([N+](=O)[O-])c1 (stereo not drawn)	3	1	10	-3	-4	-6	11	-13	1	-22	4
CCc1nnc(NS(=O)(=O)c2ccc(NCc3cc(Cl)cc(Cl)c3O)cc2)s1	1	-8	-7	6	-9	8	-6	4	4	10	-12
CCOC(=O)c1nnn(-c2nonc2N)c1CN(C)C1CCCCC1	-37	19	-4	-5	-3	-6	-6	0	-6	-3	-5
Oc1ccc(N2CCN(C(c3cccnc3)c3nnnn3Cc3ccccc3)CC2)cc1 (stereo not drawn)	5	5	-4	13	4	-8	-25	10	-1	12	-12
Clc1ccc2nc(N3CCN(c4ccccc4)CC3)sc2c1	-77	-42	-64	-83	-3	3	-109	-7	-2	11	15
COc1ccc(OCC(N)=O)cc1	-9	4	12	-2	-2	3	-8	-6	4	3	0
CCc1nnc(NS(=O)(=O)c2ccc(NC(=O)Nc3ccc(OC)cc3)cc2)s1	7	-3	16	9	-6	5	0	-4	-5	12	-11
(further entries)
SMILES	SRC1 inh	COUP-TFII inh	NCOA3 inh	SRC2 inh	TLR9-MyD88 inh	Vif imaging	LRH-1 inv ag	EBV LMP1 NFkB	NOD2 RIPK2 PPI	TROY signal inh	TRAIL sens C8
Cc1oc(-c2ccccc2)nc1Cn1cccc1C1=NC(c2ccccc2)CO1 (stereo not drawn)	7	23	13	2	5	-35	3	1	15	24	8
Cc1ccc2c(n1)sc1c(N)ncnc12	-13	20	8	-41	-3	-12	4	7	-17	-6	0
COc1ccc(NC(=O)c2ccc(-c3ccc(-c4noc(C)n4)cc3C)cc2)cc1N1CCN(C)CC1	-1	-18	0	8	0	30	-5	-19	1	0	10
COc1cc(CNCC(C)C)cc(Br)c1OCC(=O)Nc1ccccc1	4	-13	-10	-5	-8	-8	-14	-4	-6	-13	-3
Cn1cc(C(=O)N2CCN(c3ccccc3)CC2)c(=O)c2cc(S(=O)(=O)N3CCOCC3)ccc21	5	9	-5	6	1	8	-9	0	-6	6	-16
Cc1nn(-c2ncc(C(F)(F)F)cc2Cl)c(=O)n1-c1ccccc1Cl	-2	-10	-45	-10	4	5	5	6	-1	8	-13
COC(=O)c1ccccc1COn1c(=O)c[n+]([O-])c2ccccc21	-9	13	23	-25	-1	7	24	-10	1	16	-9
CC1=CC(=C(C#N)c2nc3ccccc3s2)C=C(C)N1CC1CCCO1 (stereo not drawn)	-23	-5	7	-1	-3	5	2	-3	-2	-36	6
Cc1c(NC(=O)CSc2nnc(-c3cccc(Cl)c3)o2)c(=O)n(-c2ccccc2)n1C	0	10	16	-20	-2	6	-4	2	-3	-32	-7
COc1ccc(Cc2nnc(SCC(=O)c3ccc4c(c3)OCO4)o2)cc1	-15	16	-1	-17	-14	-1	-12	5	-2	13	-10
NC(=O)c1ccsc1NC(=O)COC(=O)c1cc(=O)[nH]c2ccccc12	-36	-7	-7	-9	-4	-4	-3	3	-7	9	12
COC(=O)Cn1c(C)c(/C=C/c2cc[n+](C)cc2)c2ccccc21	-20	-17	-5	3	-4	.	-2	-2	-4	24	6
COc1cc(-c2n[nH]c(=S)n2-c2cc(C(F)(F)F)ccc2Cl)cc(OC)c1OC	-4	-15	7	-13	2	.	9	0	-14	6	1
Cc1cccc(C)c1N(CC(=O)NCc1ccco1)C(=O)CNS(=O)(=O)c1ccc(F)cc1	1	1	0	-19	-3	11	22	1	5	-7	8
COc1ccc(-c2cc(C(=O)N3CCN(c4ccccc4O)CC3)c3ccccc3n2)cc1OC	6	-24	12	-5	0	.	17	10	-5	-22	20
COc1ccc(CNC(=O)C2CCCN(S(=O)(=O)N3CC(C)CC(C)C3)C2)c(OC)c1 (stereo not drawn)	-7	3	19	-4	5	8	-23	-9	2	8	-3
O=C(CN(Cc1ccccc1Cl)C(=O)c1csnn1)NCc1ccccc1	8	2	-4	-8	-4	1	-10	-8	0	7	-6
COc1cccc(CN2CCC(C(=O)NC(c3ccc4c(c3)OCO4)c3ccccn3)CC2)c1 (stereo not drawn)	-44	5	13	-31	.	.	6	.	-7	-5	-9
CC(C)N(CCNC(=O)C1CCC(=O)N1Cc1ccc(F)cc1)Cc1ccccc1 (stereo not drawn)	2	-3	-7	-10	-3	6	-14	6	-12	-6	0
CC(C)C[C@H]1CN([C@@H](Cc2ccc(O)cc2)CN2CCC[C@@H]2CN2C(=O)C(=O)NC[C@@H]2Cc2ccccc2)C(=O)C(=O)N1CC1CCCCCC1	-32	23	1	13	-4	.	-10	9	-4	9	3
COCc1nnc(NC(=O)c2ccc3c(c2)OCO3)s1	-94	-47	-67	-56	-2	-3	-128	7	-6	19	27
NC(=O)c1c(NC(=O)c2ccccc2)sc2c1CCc1ccccc1-2	-64	-47	-50	-20	-5	2	-87	-51	-1	-30	24
CSCCC(N=C(NS(=O)(=O)c1ccc(C)cc1)c1ccccc1)C(=O)O (stereo not drawn)	-13	-10	22	13	4	-3	-7	-3	3	10	6
CCc1cccc(CC)c1NC(=O)COC(=O)C1(c2ccc(Cl)cc2)CCCC1	16	-3	17	-2	1	-15	4	14	-4	13	29
Cc1ccc2c(CN3C(=O)NC(C)(c4ccc5c(c4)OCO5)C3=O)cc(=O)oc2c1 (stereo not drawn)	-3	5	12	-3	-4	2	17	3	-6	6	11
(cont.)
SMILES	SRC1 inh	COUP-TFII inh	NCOA3 inh	SRC2 inh	TLR9-MyD88 inh	Vif imaging	LRH-1 inv ag	EBV LMP1 NFkB	NOD2 RIPK2 PPI	TROY signal inh	TRAIL sens C8
NC(=O)CC(NC(=O)Cc1cccc2ccccc12)c1ccc(NCc2cc(F)ccc2F)c([N+](=O)[O-])c1 (stereo not drawn)	-15	5	6	-22	-8	.	-8	-6	-5	11	7
N#CC1=C(N)N(c2ccc(Br)cc2)C2=C(C(=O)CCC2)C1c1cccnc1 (stereo not drawn)	0	-14	13	-23	-4	-12	1	0	-10	-4	-6
O=C(Cc1ccccc1)N/N=C/c1ccc[nH]1	-3	8	-6	-16	-13	-1	-12	6	-2	-15	-7
CCCCC(=O)Nc1cccc(-c2ccc3nncn3n2)c1	4	-1	12	-7	-2	2	-15	-18	4	-16	-15
CC(=O)N(C)c1ccc(NCc2cc(=O)oc3cc(C)c(O)cc23)cc1	16	-36	5	-22	7	6	17	5	5	31	2
O=C(N/N=C/c1cccc(C(F)(F)F)c1)c1ccc(O)cc1	-20	-48	-24	-38	6	-4	-74	2	-14	-26	11
O=C(N/N=C/c1ccc([N+](=O)[O-])o1)c1cn(-c2ccccc2)nc1-c1ccc(Cl)cc1	4	-1	5	-30	12	-18	16	-4	-15	-2	14
CCC(=O)c1ccc(OCC(O)Cn2nc(C)cc2C)cc1 (stereo not drawn)	-5	-13	1	-18	11	1	7	-2	13	-10	0
CCOC(=O)N1CCN(S(=O)(=O)c2ccc(C(=O)N(CCN(C)C)c3nc4c(C)cccc4s3)cc2)CC1	-14	-3	4	21	-5	-12	-5	1	-1	-9	-21
O=C(O)[C@H]1Cc2ccccc2CN1S(=O)(=O)c1ccc(F)cc1	12	0	15	-3	-5	4	7	-9	4	17	-2
O=c1[nH]c(N2CCN(Cc3ccc4c(c3)OCO4)CC2)nc2c1CCCC2	-25	6	10	-17	-1	1	-3	-7	8	14	3
N#Cc1cc(Nc2c(N)nc[nH]c2=O)c([N+](=O)[O-])cc1C#N	15	4	8	-9	5	1	18	2	-9	8	-2
N#C/C(=C(/O)c1ccc(Br)s1)c1nc2ccccc2[nH]1	-15	-8	-31	-7	3	1	-6	16	-2	-14	24
O=S(=O)(NC1=NCCC1)c1ccc(F)cc1F	0	15	-24	8	7	-6	-8	-5	-7	-8	4

Compounds from the list above with a CF3 group, in the order listed:
SMILES	SRC1 inh	COUP-TFII inh	NCOA3 inh	SRC2 inh	TLR9-MyD88 inh	Vif imaging	LRH-1 inv ag	EBV LMP1 NFkB	NOD2 RIPK2 PPI	TROY signal inh	TRAIL sens C8
Cc1nn(-c2ncc(C(F)(F)F)cc2Cl)c(=O)n1-c1ccccc1Cl	-2	-10	-45	-10	4	5	5	6	-1	8	-13
COc1cc(-c2n[nH]c(=S)n2-c2cc(C(F)(F)F)ccc2Cl)cc(OC)c1OC	-4	-15	7	-13	2	.	9	0	-14	6	1
O=C(N/N=C/c1cccc(C(F)(F)F)c1)c1ccc(O)cc1	-20	-48	-24	-38	6	-4	-74	2	-14	-26	11

Bioassay records deposited in PubChem BioAssay by several laboratories.
